Compound activity: PubChem BioAssay, The Scripps Research Institute Molecular Screening Center
FBW7 act = FBW7 E3 ligase activators, primary screen, biochemical, AlphaScreen, human; F-box/WD repeat-containing protein 7 (Homo sapiens), Q969H0; AlphaScreen FBW7–phospho-cyclin E peptide binding, activator screen; normalized activity (activation), % at 26.1 µM; 650,000 tested, 0.13% active; AID 1259310, 2017; in the data active means normalized activity above about 1.9%;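 further: purified mutant Fbw7 with reduced substrate affinity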
GPR151 ag = activators of human GPR151, primary screen, cell-based, PathHunter beta-arrestin, luminescence. 650,000 tested, 1% active. activation, % at 11.2 µM. G-protein coupled receptor 151 (Homo sapiens), Q8TDV0. AID 1508602, 2020. PathHunter beta-arrestin GPR151 cells; in the data active means activation above about 4.9%;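 further: 0% = median of compound wells and 100% = cells with positive control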
Target sequence (Q8TDV0 whole entry, looked up): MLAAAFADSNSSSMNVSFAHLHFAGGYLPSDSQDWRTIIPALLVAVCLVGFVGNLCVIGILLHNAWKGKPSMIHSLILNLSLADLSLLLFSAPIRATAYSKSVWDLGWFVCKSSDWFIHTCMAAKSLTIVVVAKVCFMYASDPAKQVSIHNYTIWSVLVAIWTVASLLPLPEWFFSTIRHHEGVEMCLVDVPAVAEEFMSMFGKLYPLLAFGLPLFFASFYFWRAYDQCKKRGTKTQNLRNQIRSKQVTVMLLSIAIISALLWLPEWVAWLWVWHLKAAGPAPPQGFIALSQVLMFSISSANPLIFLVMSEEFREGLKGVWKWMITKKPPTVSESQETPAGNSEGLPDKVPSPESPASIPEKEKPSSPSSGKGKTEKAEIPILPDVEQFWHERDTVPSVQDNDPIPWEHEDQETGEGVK
MITF primary = MITF inhibitors, primary screen, biochemical, AlphaScreen, human; Microphthalmia-associated transcription factor (Homo sapiens), O75030; AlphaScreen MITF homodimerization, bead proximity signal; inhibition, % at 2.6 µM; 650,000 tested, 0.91% active; in the data active means inhibition above about 50%;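 further: 0% = vehicle wells with protein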
TEAD-YAP block = TEAD-YAP interaction inhibition, primary screen, TEAD-YAP interaction inhibitor project, luminescence, HEK-TIYL cells; AID 1259422, 2018; inhibition, % at 9.12 µM; 640,000 tested, 1.4% active; TEAD-Gal4/YAP UAS-luciferase luminescence; in the data active means inhibition above about 32%;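 further: 0% = median of test compound wells and 100% = reference inhibitor wells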
Starred values were filed as active, the others as inactive.

1. CC(C)C12CN3CC(C(C)C)(CN(C1)C3c1ccccc1F)C2=O (stereo not given)
2. CCN(CC)C(=S)SCC(=O)Nc1ccccc1O
3. CC(=O)Oc1c(Br)cc(/C=C2\N=C(c3ccc(F)cc3)OC2=O)cc1Br
4. c1cc(C2=NNC(c3ccncc3)=NN2)ccn1
5. CN(C1=NC(=O)/C(=C\c2ccc(F)cc2)S1)c1ccc(O)cc1
6. CC(C)=C(NC(=O)c1ccccc1)C(=O)N/N=C/c1ccc(N(C)C)cc1

entry no.	1	2	3	4	5	6
FBW7 act	-0.1	0.1	0.0	0.0	0.1	0.3
GPR151 ag	0.8	-0.3	-0.8	-0.5	0.4	0.6
MITF primary	3.8	7.8	5.0	6.3	7.8	10.0
TEAD-YAP block	-5.3	-31.5	-0.2	3.1	-17.0	11.6

7. COc1ccccc1N/N=C(\C#N)C(=N)N1CCCCC1
8. Nc1nc2n(n1)C(c1cccs1)CC(c1ccc(Br)cc1)N2 (stereo not given)
9. COc1cc(C(=O)Nc2c(C(=O)Nc3ccccc3)oc3ccccc23)cc(OC)c1OC
10. Oc1cccc(Nc2nc(N3CCOCC3)nc(N3CCOCC3)n2)c1
11. O=C(CSc1nnc(C2CC2)n1Cc1ccccc1)NNC(=O)c1cccs1
12. CC(C)(O)C#Cc1ccc(C(=O)N2CCC(C(N)=O)CC2)o1

entry no.	7	8	9	10	11	12
FBW7 act	0.0	-0.1	0.3	1.0	0.6	0.0
GPR151 ag	-1.1	1.9	-0.6	-0.5	-1.1	1.1
MITF primary	-7.8	6.0	8.5	24.3	-2.1	9.8
TEAD-YAP block	-13.5	9.5	4.6	-20.4	7.0	-2.9

13. COc1cc(/C=N/NC(=S)NCCN2CCOCC2)ccc1OC(=O)c1cccs1
14. Cc1ccc(NC(=O)CSc2nc3ccccc3c(=O)n2CCCC(=O)NCC2CCCO2)cc1 (stereo not given)
15. Cc1cc(C)cc(NC(=O)C2C3C=CC4(O3)C2C(=O)N(CCCN2CCCC(C)C2)C4C(=O)NC2CCCC(C)C2C)c1 (stereo not given)
16. COc1cccc(-c2nn(C)c3sc(C(=O)N4CCOCC4)cc23)c1
17. CCOC(=O)c1cnc2ccc(Cl)cc2c1Nc1ccc(N(C)C)cc1
18. CCOC(=O)c1c(C)c(C(=O)NCC2CCCO2)c(C)n1Cc1ccccc1 (stereo not given)

entry no.	13	14	15	16	17	18
FBW7 act	0.4	-0.1	0.6	0.3	-0.1	0.0
GPR151 ag	0.6	1.0	-0.3	0.0	0.3	0.9
MITF primary	21.2	-4.8	-2.2	13.5	5.3	-0.6
TEAD-YAP block	8.0	1.4	10.1	2.1	6.9	15.9

19. CCOc1ccccc1N1CCN(CC2CC3C=CC2C3)CC1 (stereo not given)
20. CS(=O)(=O)N1CCCC(C(=O)N2CCCCC2)C1 (stereo not given)
21. CCOC(=O)c1c(NC(=O)c2ccoc2C)sc(C(=O)N(CC)CC)c1C
22. Cc1ccc(S(=O)(=O)N(CCCO)Cc2cc3c(C)ccc(C)c3[nH]c2=O)cc1
23. COc1cc(SC)ccc1C(=O)OCc1ccc(F)cc1
24. O=C(c1ccco1)N(Cc1ccccc1)c1nc2c(F)cc(F)cc2s1

entry no.	19	20	21	22	23	24
FBW7 act	-0.2	-0.1	-0.1	0.1	0.2	0.4
GPR151 ag	-0.5	1.2	-1.3	-0.3	0.5	-0.8
MITF primary	4.3	-3.6	13.3	11.0	-9.2	9.1
TEAD-YAP block	-3.7	0.0	1.6	2.3	-2.0	5.0

25. CCN1CCN(C(=O)C2CCN(Cc3cc(Br)c(O)c(OC)c3)CC2)CC1
26. Cc1ccc(C(=O)N/C(=C\c2ccco2)C(=O)NCCCn2ccnc2)cc1
27. Cc1cc(NCc2cccc(C(F)(F)F)c2)nc(Nc2ccc3ncccc3c2)n1
28. O=C(Nc1nccs1)c1ccc(OCc2ccc3ccccc3n2)cc1
29. Cc1ccc(OCC(=O)NCc2ccc3c(c2)OCO3)c(Br)c1
30. COc1ccc(Nc2ccc3nonc3c2[N+](=O)[O-])c(OC)c1

entry no.	25	26	27	28	29	30
FBW7 act	0.5	-0.4	0.0	5.6*	-0.5	0.1
GPR151 ag	-0.8	-0.3	0.0	0.0	0.7	-0.2
MITF primary	44.9	74.3*	0.5	-3.6	3.5	-0.1
TEAD-YAP block	2.0	-8.2	13.1	-20.6	-11.2	8.0

31. CCn1cc(C(=O)N2CC=C(c3ccccc3)CC2)c(=O)c2ccc(C)nc21
32. O=C(CSc1nc2ccccc2[nH]1)Nc1cccc(I)c1
33. O=C(CSc1ccccc1)Nc1nnc(Cc2ccccc2)s1
34. CCOC(=O)CSc1nc(C)c(Cl)c(C)c1C#N
35. CCc1ccc(C2CC(=O)Nc3cc4c(cc32)OCO4)cc1 (stereo not given)
36. O=[N+]([O-])c1ccc(SC2=COCCC2)c([N+](=O)[O-])c1

entry no.	31	32	33	34	35	36
FBW7 act	-0.1	0.0	-0.1	0.3	0.0	-0.7
GPR151 ag	1.0	-1.5	-2.0	-0.5	-0.5	1.0
MITF primary	7.7	11.8	-23.8	-9.5	13.2	17.0
TEAD-YAP block	6.0	1.2	2.8	-0.6	16.2	2.0

37. COc1ccc2nc(NC(=O)CSc3nnc4c(n3)[nH]c3ccccc34)sc2c1
38. CCc1ccc(NC(=O)c2ccc(F)c(S(=O)(=O)N3CCN(c4ccc(F)cc4)CC3)c2)cc1
39. CC1(C)NC(=O)N(CC(=O)OCC(=O)Nc2ccc3c(c2)CCC3)C1=O
40. Cc1cc(NC(=O)COC(=O)c2oc3c(ccc4ccccc43)c2C)no1
41. CC(C)N(CCO)C(=O)CC1(c2ccccc2F)CC(=O)N(C)C1=O (stereo not given)
42. CCn1c(SCC(=O)Nc2nnc(C)s2)nc2c([nH]c3ccccc32)c1=O

entry no.	37	38	39	40	41	42
FBW7 act	0.0	0.1	0.8	-0.1	-0.1	0.1
GPR151 ag	3.3	-0.1	-0.4	-1.8	-0.4	0.7
MITF primary	3.2	-4.8	20.8	-1.7	-11.3	1.6
TEAD-YAP block	-24.2	-2.1	-5.8	-10.2	-9.2	4.2

43. NC(=O)CSc1nnc(SCc2ccc(F)cc2)s1
44. COc1ccc(NC(=O)C(C)n2c(C)c3cnn(-c4ccccc4)c(=O)c3c2C)cc1 (stereo not given)
45. CCN1CCN(c2nc3c(c(=O)[nH]c(=O)n3C)n2CCc2ccccc2)CC1
46. Cc1ccc(C)c(NC(=O)c2sc3nc4c(c(-c5ccc(C)o5)c3c2N)CCCC4)c1
47. CCN1C(=O)/C(=C\c2ccc(O)cc2)C(=O)NC1=S
48. COC(=O)c1cnc(Nc2cc(Cl)ccc2OC)c2ccccc12

entry no.	43	44	45	46	47	48
FBW7 act	0.0	0.0	-0.1	1.2	0.0	0.1
GPR151 ag	0.0	0.8	-0.6	-0.2	-0.5	-0.6
MITF primary	16.4	1.2	3.1	-3.6	3.6	14.9
TEAD-YAP block	-20.9	7.4	5.2	-1.4	2.1	0.7

Gathered by group: the compounds so far with an aryl thioether with sulfur outside any ring (ten)
11. O=C(CSc1nnc(C2CC2)n1Cc1ccccc1)NNC(=O)c1cccs1
14. Cc1ccc(NC(=O)CSc2nc3ccccc3c(=O)n2CCCC(=O)NCC2CCCO2)cc1 (stereo not given)
23. COc1cc(SC)ccc1C(=O)OCc1ccc(F)cc1
32. O=C(CSc1nc2ccccc2[nH]1)Nc1cccc(I)c1
33. O=C(CSc1ccccc1)Nc1nnc(Cc2ccccc2)s1
34. CCOC(=O)CSc1nc(C)c(Cl)c(C)c1C#N
36. O=[N+]([O-])c1ccc(SC2=COCCC2)c([N+](=O)[O-])c1
37. COc1ccc2nc(NC(=O)CSc3nnc4c(n3)[nH]c3ccccc34)sc2c1

entry no.	11	14	23	32	33	34	36	37
FBW7 act	0.6	-0.1	0.2	0.0	-0.1	0.3	-0.7	0.0
GPR151 ag	-1.1	1.0	0.5	-1.5	-2.0	-0.5	1.0	3.3
MITF primary	-2.1	-4.8	-9.2	11.8	-23.8	-9.5	17.0	3.2
TEAD-YAP block	7.0	1.4	-2.0	1.2	2.8	-0.6	2.0	-24.2

42. CCn1c(SCC(=O)Nc2nnc(C)s2)nc2c([nH]c3ccccc32)c1=O
43. NC(=O)CSc1nnc(SCc2ccc(F)cc2)s1

entry no.	42	43
FBW7 act	0.1	0.0
GPR151 ag	0.7	0.0
MITF primary	1.6	16.4
TEAD-YAP block	4.2	-20.9
